Compound activity: PubChem, several laboratories
CDK5 inh = inhibitors of human CDK5/p35 kinase, primary screen, biochemical, single concentration | Cyclin-dependent kinase 5 (Homo sapiens) + Cyclin-dependent kinase 5 activator 1 (Homo … | Recombinant CDK5/p35, ADP-Glo luminescence, 60 min | inhibition, % at 10 µM | hit rate 0.01% among 330,000;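 active = highest replicate inhibition of at least 50% and at least 75% of replicates reaching 50%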;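 also: plate controls were DMSO neutral control for no effect and GW8510 at 10 µM for full effect; many of its hits are not listed in these tables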
Target sequence (Q00535 whole entry, looked up): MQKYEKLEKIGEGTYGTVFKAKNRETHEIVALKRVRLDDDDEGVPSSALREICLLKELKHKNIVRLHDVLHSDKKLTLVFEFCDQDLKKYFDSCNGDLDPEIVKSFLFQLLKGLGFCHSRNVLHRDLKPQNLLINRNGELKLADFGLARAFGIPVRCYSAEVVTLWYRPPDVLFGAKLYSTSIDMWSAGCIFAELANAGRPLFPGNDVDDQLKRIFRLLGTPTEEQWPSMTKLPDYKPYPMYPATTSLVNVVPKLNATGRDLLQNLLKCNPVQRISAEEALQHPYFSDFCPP
Target sequence (Q15078 whole entry, looked up): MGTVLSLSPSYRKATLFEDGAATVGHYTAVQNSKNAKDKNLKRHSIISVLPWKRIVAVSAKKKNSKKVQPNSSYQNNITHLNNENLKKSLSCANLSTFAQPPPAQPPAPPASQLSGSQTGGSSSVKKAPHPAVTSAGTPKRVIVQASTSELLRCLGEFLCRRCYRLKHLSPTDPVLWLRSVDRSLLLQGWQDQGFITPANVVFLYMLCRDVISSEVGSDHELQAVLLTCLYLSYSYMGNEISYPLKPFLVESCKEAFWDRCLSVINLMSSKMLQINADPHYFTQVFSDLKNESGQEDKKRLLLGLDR
PvdQ inh = P. aeruginosa PvdQ acylase inhibitors, primary screen, biochemical, fluorescence, plate reader and imaging, single point; purified PvdQ acylase; inhibition, % at 10 µM; hit rate 0.063% among 340,000; AID 488965, 2010; in the data active = inhibition above about 30%, passing the limit was not always enough;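 also: 0% = vehicle neutral wells and 100% = reference inhibitor wells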
Rtt109 Vps75 = inhibitors of C. albicans Rtt109/Vps75 HAT, primary screen, biochemical, ThioGlo CoA-SH fluorescence, plate reader | Histone acetyltransferase RTT109 (Candida albicans (strain SC5314 / ATCC MYA-2876)), … | purified Rtt109/Vps75, 4 h | inhibition, % at 34.9 µM | hit rate 0.16% among 330,000 | AID 540336, 2011;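 active = inhibition of at least 50% in every replicate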
Target sequence (Q5AAJ8 whole entry, looked up): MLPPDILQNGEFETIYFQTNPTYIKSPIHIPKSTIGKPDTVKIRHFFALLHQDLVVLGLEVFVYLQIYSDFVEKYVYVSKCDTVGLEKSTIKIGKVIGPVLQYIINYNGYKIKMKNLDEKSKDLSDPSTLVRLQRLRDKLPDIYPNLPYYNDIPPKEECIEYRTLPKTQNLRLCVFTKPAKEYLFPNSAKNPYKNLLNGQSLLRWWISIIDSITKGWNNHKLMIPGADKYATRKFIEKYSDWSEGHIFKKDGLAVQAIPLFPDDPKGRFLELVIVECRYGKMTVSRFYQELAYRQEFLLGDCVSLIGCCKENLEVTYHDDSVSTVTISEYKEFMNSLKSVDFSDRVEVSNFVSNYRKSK
MITF act = activators of MITF-driven TRPM1 promoter reporter, primary screen, cell-based, SK-MEL-5, luciferase, single point; SK-MEL-5 TRPM1-promoter luciferase, 24 h; % of positive control, neutral wells = 0; hit rate 0.75% among 300,000; activation, % at 12.5 µM;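 active = mean activation of at least 80% with every replicate also reaching 80%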;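 also: 0% = neutral control wells and 100% = parthenolide positive control wells; values of inactives mirror those of a sister screen read the other way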
HTR5A ag ctr = HTR5A agonists in luminescence cell assay, primary screen, counter-screen for OPRM1-OPRD1 heterodimer agonist project, full-deck HTS. 5-hydroxytryptamine receptor 5A (Homo sapiens), P47898. cell-based. activation, % at 9.3 µM. hit rate 0.61% among 340,000. AID 504692, 2011; in the data active = activation mostly above about 9.5%, no sharp cut-off; inactive = mostly below about 7.6%;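 also: 0% = cells with vehicle only and 100% = reference agonist; strong numbers were not always called active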
Wnt bcat act = Wnt/beta-catenin pathway activators, primary screen, cell-based, plate reader, single point. Wnt/beta-catenin reporter cell assay, activator. activation, % at 9.35 µM. hit rate 1.2% among 300,000; in the data active = activation above about 30%, passing the limit was not always enough;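 also: 0% = neutral control wells and 100% = positive control wells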
dFosB act = activators of delta FosB homodimer, primary screen, biochemical, fluorescence polarization, TAMRA-CDK5 oligo, single point. Protein FosB (Mus musculus), P13346. purified delta FosB; percent of positive-control signal above neutral wells. activation, % at 25 µM. hit rate 0.99% among 340,000. AID 493131, 2011;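 active = mean activation above about 17%, with every replicate also reaching it, limit read from the data, passing the limit was not always enough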;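 also: fluorescence polarization rise as delta FosB binds a TAMRA Cdk5 AP-1 oligo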
cardiac RTF act = cardiac RTF calcium sensitivity activators, primary screen, biochemical, IANBD-TnC fluorescence, EC20 calcium; IANBD-labeled TnC RTF fluorescence at EC20 calcium; 0% EC20 calcium, 100% full calcium; activation, % at 7.2 µM; hit rate 0.24% among 340,000; AID 493008, 2010;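 active = activation above the mean over all tested compounds plus 3 SD, cut at about 30% in these data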;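 also: rise in fluorescence read as greater calcium sensitivity of cardiac thin filaments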
SR-BI uptake up = activators of SR-BI mediated DiI-HDL uptake, primary screen, ldlA[mSR-BI] CHO cells, DiI fluorescence; 3 h; 100 = double the neutral-control signal; activation, % at 12.5 µM; hit rate 0.096% among 320,000;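 active = mean replicate activation of at least 60% and every replicate at or above 60%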;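 also: 0% = median plate neutral-control signal and 100% = twice that signal; values of inactives mirror those of a sister screen read the other way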
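Test system: SR-BI-overexpressing, LDLR-lacking CHO cells; Medium: Ham's F12 with 0.5% BSA, HEPES 25 mM, pH 7.4; Schedule: 3 h, 37 °C; Technique: bottom-read fluorescence, 550/595 nm.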
SR-BI HDL uptake = inhibitors of SR-BI mediated HDL lipid uptake, primary screen, ldlA[mSR-BI] cells, fluorescence, single point; Scavenger receptor class B member 1 (Mus musculus), Q61009; hit rate 0.96% among 320,000; ldlA[mSR-BI] CHO cells, DiI-HDL uptake fluorescence, 3 h; AID 488896, 2010; inhibition, % at 12.5 µM;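 active = mean replicate inhibition of at least 70% and a set share of replicates each scoring 70 or more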;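 also: 0% = median of neutral control wells and 100% = median of positive control wells; values of inactives mirror those of a sister screen read the other way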
Starred values were filed as active, the others as inactive; x = not tested or not shown.

molecule	CDK5 inh	PvdQ inh	Rtt109 Vps75	MITF act	HTR5A ag ctr	Wnt bcat act	dFosB act	cardiac RTF act	SR-BI uptake up	SR-BI HDL uptake
COC(=O)N1CC(C)N(C(=O)OC)CC1C (stereo not drawn)	1.4	-16	-5	4	6	-3	13	3	25	-25
COc1ccc(-n2nnnc2CNC(=O)c2ccc3ccccc3c2)cc1	1.1	6	-2	1	4	-1	-9	3	1	-1
Cn1cc(S(=O)(=O)NC2CCCCCC2)c(=O)n(C)c1=O	0.2	2	2	18	-2	1	-4	-2	9	-9
O=c1oc2ccccc2c2nccnc12	-0.1	4	-10	0	3	x	-3	7	7	-7
Cc1ccc(NC(=O)CNCc2ccccc2)c(Br)c1	-0.9	-1	-5	22	0	2	-2	2	11	-11
CC(=O)c1cccc(OCc2cc(C(=O)N(C)CCc3ccccn3)no2)c1	-1.3	14	1	-1	1	2	-5	5	-3	3
COc1ccc(S(=O)(=O)Nc2nc3n(n2)C(c2ccc(Cl)cc2)CC(=O)N3)cc1 (stereo not drawn)	-0.6	6	4	-4	0	x	-5	-10	12	-12
COc1ccccc1CNC(=O)c1cc(C(C)=O)c[nH]1	2.9	12	-2	-1	4	2	0	-7	0	0
Cc1ccc(S(=O)(=O)N2CCN(C(=O)CSc3ncc(C(F)(F)F)cc3Cl)CC2)cc1	0.0	-14	7	-18	2	x	3	-2	14	-14
O=C1CNC(=O)/C1=C\N1CCCCC1	-5.6	-9	-11	-6	2	0	0	1	-4	4

The final 2 compounds of the section above open the next one.
molecule	CDK5 inh	PvdQ inh	Rtt109 Vps75	MITF act	HTR5A ag ctr	Wnt bcat act	dFosB act	cardiac RTF act	SR-BI uptake up	SR-BI HDL uptake
Cc1ccc(S(=O)(=O)N2CCN(C(=O)CSc3ncc(C(F)(F)F)cc3Cl)CC2)cc1	0.0	-14	7	-18	2	x	3	-2	14	-14
O=C1CNC(=O)/C1=C\N1CCCCC1	-5.6	-9	-11	-6	2	0	0	1	-4	4
COc1cc(OC)nc(Oc2ccccc2C(=O)Oc2ccc(Cl)cc2)n1	0.2	-8	-1	1	-4	-2	-11	-5	-3	3
CC(NC(=O)c1cccnc1)C(=O)N1CCCCC1 (stereo not drawn)	-2.7	-9	0	4	1	x	-6	0	2	-2
CCC(C)c1ccc(NC(=O)C2CC2)cc1 (stereo not drawn)	-0.7	-12	2	46	-4	23	0	-7	4	-4
O=C(Nc1ccc(-c2nc3cc(Cl)ccc3o2)cc1)C1CCCO1 (stereo not drawn)	-1.9	9	-4	x	6	x	-1	-1	-27	27
CN(Cc1ccccc1)C(=O)c1[nH]cnc1C(=O)Nc1ccon1	1.4	-9	3	1	-1	-4	-2	-3	-6	2
O=C(Cn1c(C(=O)NCCCN2CCOCC2)cc2sccc21)c1ccccc1	-1.4	-7	3	-4	-3	x	-11	7	52	-52
CC(=O)c1cc2c(cc1NS(=O)(=O)c1ccc(C)cc1)OCO2	-0.3	-3	4	-1	-2	-1	2	-9	31	-32
CCc1nc(-c2ccccc2O)n(-c2ccccc2)n1	-0.2	-16	1	x	-4	0	-3	1	5	-5
Cc1ccc(NC(=O)CN2C(=O)S/C(=C\c3cccn3-c3cccc(C(=O)O)c3)C2=O)c(C)c1	-3.4	8	14	9	1	x	-7	-7	9	-9
COc1ccc(CC(=O)NCc2ccc(Cl)cc2)cc1S(=O)(=O)N1CCOCC1	-0.7	-17	7	9	3	2	-3	4	-4	4

Other structures.
molecule	CDK5 inh	PvdQ inh	Rtt109 Vps75	MITF act	HTR5A ag ctr	Wnt bcat act	dFosB act	cardiac RTF act	SR-BI uptake up	SR-BI HDL uptake
O=C(Nc1ccc(-c2nc3cc(NC(=O)c4cccs4)ccc3o2)cc1)c1cccs1	-4.1	-12	-1	-75	-1	x	1	2	-38	38
COc1ccc(Br)c(-c2nnc(CS(=O)(=O)c3ccccc3)o2)c1	0.5	9	43	75	-2	7	-1	-1	x	x
COc1ccc(NC(=O)CCc2nc(-c3ccc(C)cc3)no2)cc1Cl	0.7	-9	-6	x	4	x	0	0	9	-9
CCOC(=O)C1CCN(C2=NC(=O)/C(=C/c3ccccc3OC)S2)CC1	-0.8	-3	4	-6	1	3	-14	0	-2	2
COc1cccc(NC(=O)CN(C)C(=O)c2cc3c(s2)CCCC3)c1	1.1	8	-18	-1	0	6	-3	-3	-8	8
CCc1cc(=O)oc2cc(C)cc(OCC(=O)NCC3CCC(C(=O)O)CC3)c12 (stereo not drawn)	-1.5	5	-3	-2	-2	0	0	-2	4	-4
COc1ccccc1-c1oc2ccccc2c1C#CC1(N)CCCCC1	2.3	-7	2	-16	7	-3	24*	9	-2	2
CCc1cc(=O)[nH]c(SCC(=O)N2CCC(Cc3ccccc3)CC2)n1	-0.2	-10	-2	-4	-1	-2	-8	-2	20	-20
N#CC12CCCCC1CC1CCCCC1(C#N)N2N (stereo not drawn)	0.8	-22	28	-5	4	0	1	7	2	-2
C=CCNC(=O)CSc1nnc(-c2ccccc2Cl)n1-c1c(C)n(C)n(-c2ccccc2)c1=O	-1.4	-10	-2	-4	1	-1	0	0	1	-1

Remaining list, next part:
molecule	CDK5 inh	PvdQ inh	Rtt109 Vps75	MITF act	HTR5A ag ctr	Wnt bcat act	dFosB act	cardiac RTF act	SR-BI uptake up	SR-BI HDL uptake
Cc1onc(-c2c(F)cccc2Cl)c1C(=O)NCCc1ccncc1	-0.5	6	10	7	2	1	8	-1	15	-15
COc1ccc(S(=O)(=O)N2CC(O)CC2C(=O)Nc2cccnc2)cc1 (stereo not drawn)	-1.2	-1	-2	5	0	-3	-2	4	1	-1
Cc1cnc(C)c(N2CCC(C(=O)NC(C)c3cccs3)CC2)n1 (stereo not drawn)	-0.3	-8	0	-6	3	-1	-4	2	-7	7
CCc1c(O)nc(SCC(=O)Nc2ccccc2)n(-c2ccccc2)c1=O	0.1	-7	5	2	0	0	-3	1	12	-12
CC(C)(C)N(Cc1cc2ccccc2[nH]c1=O)C(=O)C1CCCCC1	0.0	1	12	11	4	2	3	6	-11	11
CCn1c2ccccc2c2cc(NC(=O)COC(=O)c3ccccc3F)ccc21	1.3	-10	-3	5	2	-1	2	-1	1	-1
C=CCn1c(SCC(=O)OCC)nc2cc(C(=O)NCc3ccco3)ccc2c1=O	-0.4	4	1	-8	1	x	-5	-5	-6	6
CCCN(CCC)C(=O)c1c(NC(=O)CC)sc2c1CCCCC2	-0.4	-13	21	-8	-2	-2	-1	5	-1	1
NC(=O)C1(c2ccccc2)CCC(=O)N1c1ccccc1 (stereo not drawn)	-3.4	-22	3	x	-1	-1	-3	5	15	-15
CCOc1ccccc1NC(=O)c1cc(C(=O)c2cc(Br)ccc2O)coc1=N	-0.5	0	6	-17	-7	-1	33*	5	-60	60

Remaining list, next part:
molecule	CDK5 inh	PvdQ inh	Rtt109 Vps75	MITF act	HTR5A ag ctr	Wnt bcat act	dFosB act	cardiac RTF act	SR-BI uptake up	SR-BI HDL uptake
O=C(NC1=NCCS1)C1CC2CCC1C2 (stereo not drawn)	-0.5	-10	-1	x	-1	-4	2	8	0	0
O=C(N/N=C/c1ccc(Cl)s1)c1ccccc1[N+](=O)[O-]	0.9	-15	3	3	2	7	-2	7	-8	8
OC1c2cc(Cl)ccc2-c2c(Cl)cc(Cl)cc21 (stereo not drawn)	-0.4	-13	2	-5	1	-2	-3	-2	-16	16
COc1cccc(C(=O)NCC(=O)NCc2cc(=O)n(C)c(=O)n2C)c1	4.1	-14	2	11	0	2	-5	0	11	-11
Cc1noc(C)c1S(=O)(=O)N(C)C[C@H]1Oc2ccc(NC(=O)CCC(F)(F)F)cc2C(=O)N([C@H](C)CO)C[C@@H]1C	-1.1	-9	4	0	-11	0	-12	20	-30	30
Cc1c(NC(=O)c2csc3c2CCCC3)c(=O)n(-c2ccccc2)n1C	-0.5	-7	-4	8	4	-2	4	-4	4	-4
C#Cc1ccc([C@@H]2C=C(C(=O)NC3CC3)O[C@H](OCC)[C@H]2CCCO)cc1	1.2	-13	-7	-8	-5	2	-10	-2	3	-3
O=C(O)c1ccccc1C(=O)Nc1nc(-c2ccc3ccccc3c2)cs1	-3.0	2	15	20	3	3	1	-4	-8	8
Cc1ncc([N+](=O)[O-])n1CC(=O)NC1CCCCC1	-0.2	1	-7	2	4	-1	3	-4	30	-30
O=S(=O)(Nc1ccc(-n2cnnn2)cc1)c1cccc(F)c1	-0.3	-9	-9	-3	2	-3	-3	4	18	-18

Next section:
molecule	CDK5 inh	PvdQ inh	Rtt109 Vps75	MITF act	HTR5A ag ctr	Wnt bcat act	dFosB act	cardiac RTF act	SR-BI uptake up	SR-BI HDL uptake
Cc1c(N(C)C)c(=O)n(-c2ccccc2)n1C	0.3	-6	11	-4	1	-2	1	1	3	-3
CC1CCCN(C(=O)CSCC(=O)Nc2nc(-c3cccs3)cs2)C1 (stereo not drawn)	-0.9	-1	1	5	2	4	-4	-3	14	-14
Cc1ccc(S(=O)(=O)N2CCOCC2)cc1NC(=O)COC(=O)CSc1ccc(Br)cc1C	-0.3	-13	3	1	0	0	-2	1	5	-5
CCN1CCCC1CNC(=O)c1cc(S(=O)(=O)N(C)C)ccc1Cl (stereo not drawn)	1.8	-15	1	7	-1	-7	-1	1	25	-25
O=C(NCc1cccnc1)C1CC(=O)N(c2ccc(F)cc2)C1 (stereo not drawn)	-1.4	-5	-1	0	-9	x	5	-1	-3	3
